Compound activity deposited in PubChem BioAssay by The Scripps Research Institute Molecular Screening Center.
SIAE primary = inhibitors of human sialic acid acetylesterase SIAE; Q9HAT2; AID 1053197; inhibition, % at 9.66 µM; actives 0.69% (n = 370,000); SIAE FP-Rh probe binding, fluorescence polarization;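 active means inhibition above a cutoff: mean of compounds within the control limits plus 3 SD of those, cut at about 17% in these data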;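 further: 0% = plate median of compound wells and 100% = probe without SIAE protein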
ABHD4 inh = ABHD4 (mouse) inhibition, primary FP screen | Q8VD66 | purified mABHD4, FP-Rh probe fluorescence polarization | inhibition, % at 8.92 µM | actives 0.54% (n = 370,000) | AID 720543;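 active means inhibition exceeding the mean over every tested compound plus 3 SD, cut at about 30% in these data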;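 further: 0% = plate median of compound wells and 100% = S159A mutant with DMSO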
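Assay system: mouse ABHD4 enzyme, wild type / Also added: fluorescent activity-based probe FP-Rh / Doses: single nominal dose of 8.92 µM, 0.89% DMSO final / Timing: 45 min compound pre-incubation plus 60 min probe step, 25 °C / Signal: FP readout, ex 525 nm / em 598 nm / Control set: S159A mutant/DMSO as 100%, compound-well median as 0%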
TDP2 absorb = TDP2 (human) inhibition, absorbance primary screen; O95551; recombinant TDP2, T5PNP hydrolysis, p-nitrophenol absorbance 415 nm; inhibition, % at 12.8 µM; actives 0.34% (n = 370,000); AID 720702;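 active means inhibition above the mean of all tested compounds plus 3 SD, set per campaign, cut at about 25% in these data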;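 further: 0% = DMSO with enzyme and 100% = buffer with substrate but no TDP2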
Target sequence (O95551 whole entry, looked up): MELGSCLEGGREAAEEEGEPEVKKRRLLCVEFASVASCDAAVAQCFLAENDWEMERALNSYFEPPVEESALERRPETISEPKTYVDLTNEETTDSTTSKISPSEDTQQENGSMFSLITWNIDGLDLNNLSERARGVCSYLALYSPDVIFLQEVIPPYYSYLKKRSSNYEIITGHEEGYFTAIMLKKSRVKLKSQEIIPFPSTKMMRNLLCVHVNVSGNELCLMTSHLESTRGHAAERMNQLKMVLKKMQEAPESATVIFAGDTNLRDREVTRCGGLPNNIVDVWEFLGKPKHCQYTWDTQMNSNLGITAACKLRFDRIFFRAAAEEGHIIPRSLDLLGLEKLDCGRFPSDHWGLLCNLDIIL
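Test system: Human TDP2 enzyme | Reagent: 5 mM T5PNP | Compound dosing: 12.8 µM single point, 1% DMSO | Incubation: Enzyme reaction with compound for 2 h at 37 °C | Technique: p-Nitrophenol epi absorbance | Read-out: % inhibition relative to enzyme-containing and enzyme-free wells | Benchmarks: High control without enzyme, low control DMSO plus TDP2 | Replicates: Singlicate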
TCR-CD3 inh = blocks the human TCR-CD3 interaction | inhibition, % at 9.4 µM | TAMRA-labeled TCR probe fluorescence, biochemical | AID 651800 | actives 0.37% (n = 360,000); in the data active means inhibition above about 19%;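 further: recombinant mutant TCR 2C K166C tagged with TAMRA read by polarization; 0% = receptor in buffer alone and 100% = receptor with positive control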
UHRF1 MBD2 ctr = human UHRF1 methylated DNA binding inhibitors; UHRF1 binding to methylated oligo, TR-FRET; inhibition, % at 4.4 µM; actives 0.75% (n = 370,000); in the data active means inhibition above about 21%;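 further: UHRF1 SRA domain binding a hemimethylated CpG hairpin DNA probe; 0% = median of test compound wells and 100% = reference inhibitor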
PG9 binder = PG9 antibody binding by small molecule | inhibition, % at 6.7 µM | actives 0.43% (n = 360,000) | TR-FRET gp120-PG9 antibody binding; in the data active means inhibition above about 8.5%
DDE Tn7 FP inh = disrupts Tn7 cyclic peptide binding to fibrin D-Dimer-E complex; P02675; FP displacement of FITC-Tn7 peptide from fibrin DD(E); 0% = median of compound wells per plate; inhibition, % at 8.3 µM; actives 0.13% (n = 370,000);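 active means inhibition above the mean of compounds falling within the control limits plus 3 SD of them, cut at about 14% in these data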;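 further: 0% = plate median of compound wells and 100% = 10 µM Aha-Tn7 peptide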
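Assay system: human fibrin DD(E). Input: DD(E) 2 µM final. Medium: Tris buffer with calcium and detergent, pH 7.8. Compound dosing: single point at 8.3 µM. Timing: 10 min plus 3 h, room temperature. Technique: fluorescence polarization of the labelled Tn7 tracer. Read-out: percent inhibition. Replicates: singlicate testing.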
PRMT1 inh = PRMT1 (human) inhibition, primary screen | AID 652257 | actives 1.3% (n = 370,000) | Q99873 | inhibition, % at 2.79 µM | recombinant PRMT1, activity-based probe fluorescence polarization;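 active means inhibition above about 21% made by adding two undisclosed values, limit read from the data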
HTRA1 inh = blocks human HTRA1 serine peptidase; Q92743; recombinant HTRA1, FP-rhodamine activity-based probe, fluorescence polarization; inhibition, % at 5.96 µM; actives 0.5% (n = 340,000); AID 504803; in the data active means inhibition above about 36%;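 further: 0% = enzyme with DMSO and 100% = wells lacking enzyme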
Target sequence (Q92743 whole entry, looked up): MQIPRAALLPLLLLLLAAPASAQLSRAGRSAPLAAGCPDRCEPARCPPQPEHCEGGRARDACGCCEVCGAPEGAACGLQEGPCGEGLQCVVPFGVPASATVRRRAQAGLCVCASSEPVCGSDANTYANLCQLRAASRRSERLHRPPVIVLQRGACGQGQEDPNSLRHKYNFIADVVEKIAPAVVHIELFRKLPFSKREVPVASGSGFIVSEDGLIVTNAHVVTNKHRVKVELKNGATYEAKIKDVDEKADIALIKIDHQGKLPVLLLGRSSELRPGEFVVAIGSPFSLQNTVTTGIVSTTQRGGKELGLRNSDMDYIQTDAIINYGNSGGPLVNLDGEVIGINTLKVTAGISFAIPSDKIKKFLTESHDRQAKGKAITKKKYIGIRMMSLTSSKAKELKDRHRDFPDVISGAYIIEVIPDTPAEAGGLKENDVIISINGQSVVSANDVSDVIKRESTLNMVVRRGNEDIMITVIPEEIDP
LEDGF integ inh = blocks HIV-1 LEDGF/p75-dependent DNA integration; TR-FRET IN-LEDGF/p75 DNA integration, Eu/Cy5; inhibition, % at 3.7 µM; actives 0.64% (n = 370,000); AID 743269;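 active means inhibition above the screen-wide mean plus 3 SD, cut at about 13% in these data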;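 further: signal is the Cy5 over europium emission ratio at 671 and 618 nm; 0% = plate median of compound wells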
* = called active by the depositor; nt = not tested or not shown.

SMILES | SIAE primary | ABHD4 inh | TDP2 absorb | TCR-CD3 inh | UHRF1 MBD2 ctr | PG9 binder | DDE Tn7 FP inh | PRMT1 inh | HTRA1 inh | LEDGF integ inh
COc1ccc(S(=O)(=O)N2CCN(CC(O)COc3ccc(C#N)cc3)CC2)cc1OC (stereo not given) | 8 | -9 | -9 | 2 | 6 | -0.5 | 1 | 13 | -3 | 0
Cc1ccc(NC(=O)COC(=O)C2CC(=O)N(Cc3ccccc3)C2)cc1F (stereo not given) | -4 | 1 | 8 | 3 | -2 | 0.9 | 0 | 1 | -1 | 0
Cc1cccc(-n2ncc3c(NCc4cccnc4)ncnc32)c1 | 0 | -3 | 3 | 2 | -2 | 1.3 | 2 | -2 | -15 | 1
COc1ccc(-c2csc(N3C(=O)C4C5c6ccccc6C(c6ccccc65)C4C3=O)n2)cc1 (stereo not given) | -6 | 2 | -3 | -4 | 2 | 1.5 | -1 | 3 | 1 | -4
Cc1ccc(C(=O)c2sc(Nc3ccccc3)c(C#N)c2N)cc1 | 0 | 8 | -6 | 1 | 0 | -3.1 | -3 | 4 | -13 | 8
COc1ccc(CNCCC(c2ccccc2)c2ccc3c(c2)OCO3)cc1 (stereo not given) | 12 | 10 | -6 | 5 | 1 | -1.4 | 0 | -1 | -6 | 1
Cc1ccc(C(C)C)c(OCC(=O)NNC(=O)Nc2ccccc2)c1 | 4 | -4 | 3 | -2 | 2 | 1.7 | -1 | 2 | -10 | 2
CCCC(=O)C1=C(O)C(C(=O)OC)C(C)(C)CC1=Nc1ccc(OC)cc1 (stereo not given) | 5 | -10 | 9 | 5 | -1 | -1.6 | 1 | 2 | -1 | 3
CC(=C\c1ccccc1)/C=C1/SC(=O)N(CCCC(=O)Nc2ccc(C(=O)O)cc2)C1=O | 0 | -29 | 10 | 3 | 1 | -1.4 | -3 | -1 | -3 | 0
COc1ccc(C(=O)COC(=O)Cn2c(C)csc2=O)c(OC)c1 | -1 | 3 | -3 | 0 | 2 | -0.6 | -8 | 0 | -2 | 1
COC(=O)c1cc2occc2n1Cc1nc(-c2ccccc2F)oc1C | 1 | 0 | 0 | -4 | -1 | -3.5 | -2 | -6 | -1 | 1
COc1ccc(CC(=O)NNC(=O)c2ccoc2C)cc1OC | 0 | -1 | 2 | -3 | -1 | -0.8 | -5 | -3 | 0 | -4
COc1ccc(CC2(CO)CCN(Cc3cnc(-c4ccccc4C)nc3)CC2)cc1 | 0 | 0 | -3 | 3 | 2 | 0.5 | 4 | 2 | -1 | -6
Clc1ccc(Cc2nc(-c3cccnc3)no2)cc1 | 0 | -1 | -4 | -5 | 13 | 0.1 | 2 | 2 | 1 | 5
C[C@H](CO)N1C[C@H](C)[C@@H](CN(C)S(C)(=O)=O)Oc2ccc(NC(=O)NC3CCCCC3)cc2C1=O | -4 | 2 | -16 | -1 | 6 | 3.1 | 2 | -1 | 2 | -2
Cc1cccc(C)c1OCC(O)CN1CCc2ccccc2C1 (stereo not given) | 2 | 5 | 7 | -5 | -3 | 0.2 | 5 | 1 | 4 | -2
Cc1ccc(C)c(NC(=O)CN(C)C(=O)CN2C(=O)C3CCCCC3C2=O)c1 (stereo not given) | 10 | 4 | 14 | 0 | -2 | 1.1 | -7 | 0 | 0 | 0
CN(Cc1nc(Cc2cccc(F)c2)no1)CC1CCOCC1 | -6 | 0 | 7 | 1 | -3 | 0.5 | -2 | -4 | 10 | 0
CN(C)C(CNC(=S)Nc1ccc(Cl)cc1)c1cccnc1 (stereo not given) | 7 | 5 | 3 | -2 | 2 | -0.5 | 5 | 1 | -1 | -3
CC12CCC(C(=O)NNc3ccccc3)(OC1=O)C2(C)C (stereo not given) | 2 | -4 | -9 | -10 | 3 | 0.1 | 7 | 9 | 3 | 0

Three of the compounds above, as tab-separated lines:
compound	SIAE primary	ABHD4 inh	TDP2 absorb	TCR-CD3 inh	UHRF1 MBD2 ctr	PG9 binder	DDE Tn7 FP inh	PRMT1 inh	HTRA1 inh	LEDGF integ inh
COc1ccc(CC2(CO)CCN(Cc3cnc(-c4ccccc4C)nc3)CC2)cc1	0	0	-3	3	2	0.5	4	2	-1	-6
Clc1ccc(Cc2nc(-c3cccnc3)no2)cc1	0	-1	-4	-5	13	0.1	2	2	1	5
C[C@H](CO)N1C[C@H](C)[C@@H](CN(C)S(C)(=O)=O)Oc2ccc(NC(=O)NC3CCCCC3)cc2C1=O	-4	2	-16	-1	6	3.1	2	-1	2	-2

Next results.
SMILES | SIAE primary | ABHD4 inh | TDP2 absorb | TCR-CD3 inh | UHRF1 MBD2 ctr | PG9 binder | DDE Tn7 FP inh | PRMT1 inh | HTRA1 inh | LEDGF integ inh
COc1ccc(NC(=O)CSc2nc3ccccc3c(=O)n2CCNC(C)=O)c(OC)c1 | -3 | -15 | 1 | -6 | 4 | 1.1 | 0 | 7 | 1 | -2
Cc1cc(C)cc(NC(=S)NCCc2ccc(S(N)(=O)=O)cc2)c1 | 1 | 3 | 3 | -6 | 2 | 0.7 | 5 | 2 | 0 | -2
COCCCN1C(=O)[C@H](CC(=O)N2CCSCC2)[C@]2(C(=O)OC)CCCCC=C12 | 2 | 5 | 11 | nt | 0 | nt | 0 | 3 | nt | -5
CCOC(=O)c1c(C)[nH]c(N=Nc2ccc(OC)cc2)c1C | 8 | 5 | -1 | -4 | -1 | -1.8 | -1 | 4 | 6 | 2
CCC(NC(=O)C1CCC1)c1ccc(C)cc1 (stereo not given) | 3 | -8 | -4 | -10 | 4 | -2.1 | 1 | 10 | -1 | 3
O=C(COC(=O)c1ccc(O)cc1O)NC1CCCCCC1 | 1 | 5 | 3 | 0 | -1 | 1.0 | -1 | 0 | -6 | -2
CCCn1c(SCC(=O)OCc2ccccc2)nc2c1c(=O)n(C)c(=O)n2C | 0 | 0 | -2 | 4 | -3 | -0.7 | 2 | -3 | -6 | 0
Cc1cccc(C)c1N1CCN(CCn2c(=S)[nH]c3ccccc3c2=O)CC1 | -7 | -8 | -20 | -12 | 3 | -0.3 | 0 | 8 | -2 | 1
CC1=C(C(=O)NC2CC(C)(C)Cc3c2cnn3-c2cccc(F)c2)OCCO1 (stereo not given) | -2 | 2 | 11 | -8 | 0 | 0.1 | -3 | 3 | -6 | 1
COc1cccc(OC)c1C(=O)Nc1nc2cc3c(cc2s1)OCO3 | 1 | -7 | 0 | 8 | 1 | 3.4 | -3 | 1 | -2 | 7
O=C1Nc2ccccc2N=C(c2ccc3c(c2)OCO3)C1N(C(=O)c1ccc2ccccc2c1)C1CC1 (stereo not given) | -34 | -23 | -7 | -5 | -2 | -0.6 | 9 | 8 | nt | 0
CCOC(=O)Cc1cc(OC)c(OC)cc1Cc1cc(OC)c(OC)cc1CC(=O)OCC | -4 | 4 | 7 | 0 | -1 | 1.0 | -4 | -1 | -7 | 1
O=C(COc1ccc(Cl)cc1)N1CCN(c2ncccn2)CC1 | -3 | 8 | 1 | 0 | 1 | 1.4 | 2 | 0 | 2 | 2
CCOCCCN(C(=O)c1snc(C(N)=O)c1N)C(C(=O)NC1CCCC1)c1ccc(O)cc1 (stereo not given) | 4 | -3 | 5 | 1 | 0 | 0.2 | 1 | 0 | 10 | -1
CCCCCNC(=O)C(c1cc2ccccc2o1)n1c(=O)c(-c2cc3ccccc3[nH]2)nc2ccccc21 (stereo not given) | -11 | -34 | 0 | 6 | 1 | 0.9 | -5 | 1 | nt | 0
Cc1ccc(NC(=O)C2CC(=O)N(C(C)C)C2)cc1Cl (stereo not given) | -4 | -7 | -6 | 0 | 3 | 2.3 | -2 | 0 | 3 | 1
COc1ccccc1-c1nc(C#N)c(N2CCC(Cc3ccccc3)CC2)o1 | 2 | -3 | -7 | 5 | -3 | 0.4 | 0 | 0 | -41 | 2
O=C(Nc1ccc(C(=O)N2CCOCC2)cc1)c1ccccc1Cl | 4 | 6 | 1 | 1 | -2 | -0.2 | -5 | -2 | 3 | -1
Nc1nc(NC(=O)CCCC(=O)O)nn1-c1ccccc1 | 1 | 0 | 4 | -1 | -2 | 0.5 | 1 | 0 | 5 | 2
CCN(CC)c1ccc(NC(=O)c2ccccc2)cc1S(=O)(=O)Nc1ccccc1OC | -32 | -32 | -7 | 4 | -4 | -1.4 | -2 | 27* | -45 | 5
Cc1ccccc1OCC(=O)NNC(=O)c1cc(S(=O)(=O)N(C)C)ccc1N1CCCC1 | 4 | 0 | 5 | -5 | -2 | -0.8 | 1 | 3 | 2 | 1
COc1cccc(C(NC(=O)C2CCN(CCCOc3ccccc3)CC2)c2ccccn2)c1 (stereo not given) | 1 | 0 | 2 | -5 | 0 | -0.6 | 6 | 4 | nt | -4
CN(CC(=O)Nc1cccnc1Cl)S(=O)(=O)c1ccc(Cl)cc1 | -2 | 4 | -11 | 4 | 0 | 0.1 | 7 | 0 | -4 | -1
CCC[C@H]1[C@@H](OC(=O)NCc2ccc(C(F)(F)F)cc2)CC[C@@]23CCCN2C(=O)CCC[C@@H]13 | 0 | 9 | -4 | nt | 0 | nt | 1 | 6 | nt | -2
CC1CC(=O)N(CC(=O)Nc2ccc(Br)cc2)c2ccccc2S1(=O)=O (stereo not given) | -2 | -8 | -3 | 2 | -2 | -1.3 | 0 | 5 | 6 | -4
CCOc1ccc(NC(=O)Cn2c(=O)oc3ccccc32)cc1 | -1 | -2 | -2 | 2 | 0 | 0.9 | 0 | -1 | -1 | -1
COc1cc(OC)cc(/C(N)=N/O)c1 | 6 | 1 | 2 | 3 | -2 | -1.9 | -4 | -5 | -5 | 3
COc1cccc(C(C)NC(=O)c2ccncc2)c1 (stereo not given) | -5 | 4 | 7 | 7 | 4 | -1.4 | -6 | -1 | 4 | -3
Cc1cc(C)cc(N(CCC#N)C(=O)COC(=O)c2ccc(OCc3c(C)noc3C)cc2)c1 | 0 | 0 | -8 | 0 | -2 | -0.4 | -9 | -6 | -5 | 3
CCCCN1C(=O)C(O)=C(C(C)=O)C1c1ccccc1[N+](=O)[O-] (stereo not given) | 0 | 14 | 4 | 2 | -2 | 0.4 | 0 | 2 | 4 | -3
CCOc1ccc(-c2noc(CCC(=O)NC3CCCC3)n2)cc1OC | 2 | 1 | 0 | 3 | -3 | 0.1 | 5 | -5 | -4 | 2
CCc1cc(C(=O)NCC(c2ccco2)N2CCCCC2)sc1C (stereo not given) | -1 | 1 | 10 | -3 | -5 | -1.5 | -2 | 0 | -12 | 5
COc1ccccc1N1CCN(C2CCCN(C(=O)CN3CCCCC3=O)C2)CC1 (stereo not given) | 12 | -2 | 12 | 2 | 1 | -1.3 | 4 | -2 | 5 | 2
CCCCc1ccc(S(=O)(=O)NC(=O)C2(C)CCN2C(=O)c2ccccc2)cc1 (stereo not given) | -8 | -1 | -9 | -7 | 4 | 1.0 | 3 | 4 | nt | 2
